PV pol inh: poliovirus RdRp elongation inhibitors, primary screen, biochemical, fluorescence polarization, total intensity; poliovirus polymerase elongation; stronger effect = lower value; Genome polyprotein (Poliovirus type 1 (strain Mahoney)), P03300; 150,000 compounds, 0.66% hits; % elongation, % (compound at 16.7 µg/mL); in the data active = % elongation below about 90%; note: some results filed as inactive read as strong as hits
Target sequence (P03300 1749-2209 limits assumed): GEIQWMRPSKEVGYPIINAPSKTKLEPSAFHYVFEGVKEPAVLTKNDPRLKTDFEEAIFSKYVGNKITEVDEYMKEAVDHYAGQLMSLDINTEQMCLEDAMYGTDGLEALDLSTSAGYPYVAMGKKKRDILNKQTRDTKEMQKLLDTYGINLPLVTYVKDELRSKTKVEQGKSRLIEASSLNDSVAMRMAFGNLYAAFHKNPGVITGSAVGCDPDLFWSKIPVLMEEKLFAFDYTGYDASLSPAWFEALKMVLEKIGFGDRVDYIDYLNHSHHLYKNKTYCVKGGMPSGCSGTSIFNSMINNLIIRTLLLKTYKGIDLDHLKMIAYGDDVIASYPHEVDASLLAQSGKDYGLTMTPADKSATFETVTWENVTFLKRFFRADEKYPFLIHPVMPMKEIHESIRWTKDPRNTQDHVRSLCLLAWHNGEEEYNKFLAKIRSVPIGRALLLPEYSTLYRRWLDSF
PV pol inh FP z-score: also measured in PV pol inh; calls as there; z-score; measured here: FP z-score; hits read low
Active calls of the source: *.

SMILES | PV pol inh | PV pol inh FP z-score
O=C(CC1C(=O)N(Cc2ccccc2)C(=S)N1CCc1ccc(Cl)cc1)Nc1ccccc1 (stereo not drawn) | 102.0 | 0.2
CC(C)[C@H](NC(=O)COc1ccc2ccccc2c1)C(=O)O | 101.0 | 0.1
O=C(Cn1c(=O)n(Cc2ccco2)c(=O)c2sc3ccccc3c21)NCc1ccccc1 | 98.0 | -1.5
O=C(O)CCC(=O)Nc1sc2c(c1C(=O)Nc1ccccc1)CCCCC2 | 102.0 | -0.4
CN(C(=O)COC(=O)c1ccccc1NS(C)(=O)=O)C1(C#N)CCCCC1 | 106.0 | 0.7
O=C1CCC/C(=N/NC(=O)c2ccc(NS(=O)(=O)c3cccs3)cc2)C1 | 99.0 | -0.2
Cc1ccc(-c2noc(CNC(=O)c3ccc(C)c(Cl)c3)n2)cc1 | 109.0 | 0.3
Cc1c(C(=O)NCCc2ccc(S(N)(=O)=O)cc2)sc2nc(-c3ccccc3)cn12 | 103.0 | 0.9
CC1CC(C)CN(C(=O)C(C)Sc2nnnn2-c2ccc(Cl)cc2)C1 (stereo not drawn) | 98.0 | -0.5
Cc1nn(-c2cc(C(F)(F)F)ccc2Cl)c(=O)c2noc(C)c12 | 101.0 | 0
FC(F)(F)c1ccc2c(Cl)ccnc2c1 | 111.0 | 0.6
CN(C)c1ccc(P(=O)(N(C)C)N(C)C)cc1 | 101.0 | 0

Two successive entries out of the list so far, for reference:
SMILES | PV pol inh | PV pol inh FP z-score
FC(F)(F)c1ccc2c(Cl)ccnc2c1 | 111.0 | 0.6
CN(C)c1ccc(P(=O)(N(C)C)N(C)C)cc1 | 101.0 | 0

Additional entries
SMILES | PV pol inh | PV pol inh FP z-score
Cc1cccc(Oc2ccc(Cl)cc2N)c1 | 102.0 | -0.2
COc1ccc(CNCC(C)NCc2ccc(OC)c(OC)c2)cc1OC (stereo not drawn) | 101.0 | -0.1
CCOc1cc2[nH]c(=O)n(Cc3ccc(C(=O)N4CCN(c5cccc(Cl)c5)CC4)cc3)c(=O)c2cc1OCC | 101.0 | -1.3
COC(=O)c1ccc(-c2nc(-c3ccc(OC)c(OC)c3)no2)cc1 | 120.0 | 0.4
COC(=O)c1c(N)n(Cc2ccco2)c2nc3ccccc3nc12 | 99.0 | -0.5
Cc1ccccc1C(=O)NC(=S)NC1CCSC1=O (stereo not drawn) | 100.0 | 0.2
CC1CCN(c2nc3c(S(=O)(=O)c4ccccc4)nnn3c3ccc(Cl)cc23)CC1 | 107.0 | 0.8
O=C(NCCc1ccccc1Cl)c1sc2ncccc2c1-n1cccc1 | 111.0 | 1.1
CCC(=O)Nc1ccc(C)cc1-c1nc2ccccc2n(Cc2ccccc2)c1=O | 108.0 | 0.2
COc1ccc(C2NC(=O)N(C)C3=C2C(=O)N(c2ccc(C(=O)O)cc2)C3)cc1 (stereo not drawn) | 100.0 | -0.6
CCc1ccc(NC(=O)CSC2=Nc3ccccc3C3=NC(C(C)C)C(=O)N23)cc1 (stereo not drawn) | 103.0 | 0.2
COc1ccc(C)cc1-n1nnnc1SCC(=O)N1CCC(C(=O)Nc2nccs2)CC1 | 107.0 | 0.6

Some of the entries above in another layout:
| SMILES | PV pol inh | PV pol inh FP z-score |
| --- | --- | --- |
| Cc1ccccc1C(=O)NC(=S)NC1CCSC1=O (stereo not drawn) | 100.0 | 0.2 |
| CC1CCN(c2nc3c(S(=O)(=O)c4ccccc4)nnn3c3ccc(Cl)cc23)CC1 | 107.0 | 0.8 |
| O=C(NCCc1ccccc1Cl)c1sc2ncccc2c1-n1cccc1 | 111.0 | 1.1 |
| CCC(=O)Nc1ccc(C)cc1-c1nc2ccccc2n(Cc2ccccc2)c1=O | 108.0 | 0.2 |
| COc1ccc(C2NC(=O)N(C)C3=C2C(=O)N(c2ccc(C(=O)O)cc2)C3)cc1 (stereo not drawn) | 100.0 | -0.6 |
| CCc1ccc(NC(=O)CSC2=Nc3ccccc3C3=NC(C(C)C)C(=O)N23)cc1 (stereo not drawn) | 103.0 | 0.2 |
| COc1ccc(C)cc1-n1nnnc1SCC(=O)N1CCC(C(=O)Nc2nccs2)CC1 | 107.0 | 0.6 |

(more compounds)
SMILES | PV pol inh | PV pol inh FP z-score
CCOc1ccccc1Oc1c(C)oc2cc(O)ccc2c1=O | 101.0 | 0
CCCn1c(=N)c(C(=O)OC)cc2c(=O)n3ccccc3nc21 | 102.0 | 0.1
COc1cc(OC)c(NC(=O)c2sc3ncnc(N4CCCCC4C)c3c2C)cc1Cl (stereo not drawn) | 101.0 | -0.4
CSc1nc2ccc(I)cc2c(=O)n1C | 98.0 | -1.1
CCCn1c(N)cc(=O)n(CCC)c1=O | 104.0 | 0.2
O=C(Nc1cc(Cl)ccc1Cl)c1cc2nc(-c3ccc4c(c3)OCO4)cc(C(F)(F)F)n2n1 | 108.0 | 1
CSc1nc(N)nc2sc(C(=O)c3ccc(Cl)cc3)c(N)c12 | 104.0 | 0.7
O=C(Nc1sc2c(c1C(=O)NCCc1ccccc1)CCC2)c1ccco1 | 103.0 | 0.4
Cc1ccc(NC(=O)Cn2c(=O)n(Cc3ccccc3)c(=O)c3c2c2cc(C)ccc2n3C)cc1 | 108.0 | 0.9
O=c1c2oc3ccccc3c2n(Cc2ccccc2F)c(=O)n1Cc1ccc2c(c1)OCO2 | 104.0 | -0.6
Cc1onc(-c2ccccc2Cl)c1-c1nc2ccccc2c(=O)o1 | 99.0 | -0.3
CNC(=O)c1c(C)[nH]c(=S)c(C#N)c1-c1ccco1 | 103.0 | 0.2
COCCCn1c(C)nnc1SCC#N | 100.0 | -0.6
CN1CCN(NC(=O)COc2cccc(C(F)(F)F)c2)CC1 | 100.0 | 0
O=C(CCCC(=O)N1CCc2ccccc21)N1CCc2ccccc21 | 100.0 | -0.5
COc1ccc(S(=O)(=O)N2CCC(Oc3cccc(C(F)(F)F)c3)CC2)cc1OC | 107.0 | 0.1
Cn1c(CO)nc2cc(N=Cc3ccc(O)cc3O)ccc21 | 102.0 | -0.1
O=C(COC(=O)c1cccs1)c1ccc2c(c1)OCCO2 | 104.0 | 0.7
CCOc1ccccc1N(CC(=O)N1CCc2ccccc2C1)S(=O)(=O)c1ccccc1 | 105.0 | 0
COc1ccccc1NC(=O)CN1C(=O)C(C)(C)c2ccccc21 | 113.0 | 1.2
O=C(O)CCCC(=O)Nc1nccs1 | 104.0 | 0.1
O=c1[nH]c2ccc(NS(=O)(=O)c3ccc(C4CCCCC4)cc3)cc2[nH]1 | 100.0 | -1.6
Cc1cccc(C)c1OCc1cc(=O)n2c3c(sc2n1)CCCC3 | 113.0 | 1.3
CCOC(=O)c1cnc2cc(Cl)c(OC)cc2c1N1CCN(c2cccc(Cl)c2)CC1 | 104.0 | 2.6

5 compounds out of the list, sorted by molecular weight, descending:
SMILES | PV pol inh | PV pol inh FP z-score
CCOC(=O)c1cnc2cc(Cl)c(OC)cc2c1N1CCN(c2cccc(Cl)c2)CC1 | 104.0 | 2.6
CCOc1ccccc1N(CC(=O)N1CCc2ccccc2C1)S(=O)(=O)c1ccccc1 | 105.0 | 0
CN1CCN(NC(=O)COc2cccc(C(F)(F)F)c2)CC1 | 100.0 | 0
Cn1c(CO)nc2cc(N=Cc3ccc(O)cc3O)ccc21 | 102.0 | -0.1
O=C(O)CCCC(=O)Nc1nccs1 | 104.0 | 0.1

Continued:
SMILES | PV pol inh | PV pol inh FP z-score
Cc1ccc(SCC(=O)Nc2ccccc2)cc1 | 102.0 | 0.3
CCn1nc(C(=O)OCC(=O)c2c[nH]c3ccccc23)c2ccccc2c1=O | 105.0 | 0.4
O=C(NCCc1ccc(F)cc1)c1ccc(S(=O)(=O)N2CCCCC2)cc1 | 101.0 | -0.1
CC(C)c1ccc(NC(=O)C(NS(=O)(=O)c2cccc3nsnc23)C(C)C)cc1 (stereo not drawn) | 106.0 | 1.9
CSc1nc(-c2ccccc2Cl)nc2c1Cc1c(CO)cnc(C)c1O2 | 102.0 | -1.1
CS(=O)(=O)NCCSc1nnnn1-c1ccccc1 | 101.0 | 0
O=C(Nc1ccc(-c2nc3ccccc3c(=O)[nH]2)cc1)C1CCCCC1 | 102.0 | 0.3
Cc1cccc(-n2c(=O)c3c(c4cc(C)ccc4n3C)n(CC(=O)Nc3ccccc3Cl)c2=O)c1 | 104.0 | -0.9
CCCCN(CC)C(=O)CCn1c(=O)c2cccn2c2cccnc21 | 111.0 | 0.7
CCCc1nc2c(C)cc(-c3nc4ccccc4n3C)cc2n1Cc1ccc(-c2ccccc2C(=O)O)cc1 | 105.0 | 0.8
COc1cc(C)c(CN)cc1C(C)C | 103.0 | 0.5
CCOC(=O)c1cnc2ccc(OC(F)(F)F)cc2c1Nc1ccccc1C(=O)O | 103.0 | -0.2
O=C(C[n+]1ccccc1)Nc1ccc(C(=O)O)cc1 | 104.0 | 0.6
COc1cc(/C=C2\SC(=S)N(C(C(=O)O)C(C)C)C2=O)cc(OC)c1O (stereo not drawn) | 119.0 | 3.4
O=C(Cn1cnc(SCc2ccccc2)n1)Nc1cccc(C(F)(F)F)c1 | 99.0 | -0.8
COc1ccccc1-n1c(=O)c(C#N)cc2c(=O)n3ccccc3nc21 | 92.0 | -4.1
O=C1Nc2ccccc2C12NNc1ccccc1O2 (stereo not drawn) | 102.0 | 0.2
CC1(C)CC2CC(C)(CN2C(=O)CCCN2C(=O)c3ccccc3C2=O)C1 (stereo not drawn) | 103.0 | 0.6
O=C(Nc1ccc(SC(F)F)cc1)C12CCC(CC1)C2 | 101.0 | 0.1
COc1ccc(Cl)cc1NC(=S)NCCn1cc(Br)cn1 | 102.0 | -0.2
Cc1ccc(C)c(S(=O)(=O)n2ccnc2)c1 | 105.0 | 0.4
Cc1ccc(CNC(=O)CSc2ncc3c(n2)-c2ccc(Cl)cc2N(Cc2ccccc2)S3(=O)=O)cc1 | 109.0 | 0.2
COc1cccc(C2=C(C(C)=O)Sc3nnc(C4CCCCC4)n3N2C(C)=O)c1 | 110.0 | 0.9
CC1CN(c2nc(-c3ccc(F)cc3)cs2)CC(C)O1 (stereo not drawn) | 99.0 | -0.7
Cc1cc(Nc2ccccc2)n2cnnc2n1 | 104.0 | 0.3
CCOC(=O)CSC1=N/C(=C/c2ccsc2)C(=O)N1c1ccccc1 | 101.0 | -0.2
Fc1ccc(CN2CCCN(c3ccc4c(c3)OCCO4)CC2)cc1 | 99.0 | -0.8
Cc1nn(-c2ccccc2Cl)c(Cl)c1C=Nc1cc(Cl)ccc1C#N | 105.0 | 0.6
COc1ccc(C(c2ccc3cccnc3c2O)N2CCCC2)cc1 (stereo not drawn) | 100.0 | -0.7
CCCN(C(=O)c1cc2c(=O)oc3ccccc3c2s1)c1ccc(CC)cc1 | 106.0 | 0.3
CNC(=O)CCC(=O)N1CC(C)Oc2ccccc21 (stereo not drawn) | 103.0 | 1.1
CCOC(=O)c1oc2ccc(Br)cc2c1CSc1nnc(C(C)(C)C)n1N | 101.0 | -0.2
O=C(O)C1CCN(c2nccs2)CC1 | 96.0 | -0.6
O=C(NCC1CCCO1)c1ccc(NC(=O)c2ncn[nH]2)cc1 (stereo not drawn) | 104.0 | 0.9
CN1C(=S)N(C2CCCCC2)C(=O)/C1=C/c1ccccc1O | 102.0 | 0.3
COc1c(C(=O)NC(=S)NCc2ccco2)cc2ccccc2c1Br | 100.0 | -0.4
Cc1ccc2nc(COC(=O)/C=C/c3c(C)nn(C4CCS(=O)(=O)C4)c3Cl)cc(=O)n2c1 (stereo not drawn) | 97.0 | -0.7
Cc1ccc2[nH]c3c(=O)n(CC(=O)N(CC(C)C)CC(C)C)ncc3c2c1 | 102.0 | -0.1
CC(C)(C)NC(=O)c1ccc2c(c1)C(=O)N(C1CCCCC1)C2=O | 100.0 | -0.3
NC(=O)CC(c1ccccc1)c1ccc2c(c1)OCO2 (stereo not drawn) | 100.0 | -0.4
Cc1nnc(C)n1-c1ccc(C(=O)Nc2cccc(Br)c2)cc1 | 114.0 | 1.6
Brc1cccc(OCCOc2cccc(-n3cnnn3)c2)c1 | 99.0 | -0.3
Cc1cccc(C)c1NC(=O)CCSCCc1ccccn1 | 110.0 | 0.7
CCCOC(=O)c1cccc(NC(=O)c2c(-c3ccccc3Cl)noc2C)c1 | 102.0 | -0.1
COc1ccc(/C=C(/C#N)c2nc(-c3ccc(-c4ccccc4)cc3)cs2)cc1OC | 98.0 | -0.6
COc1ccc(C2c3c(oc4ccc(F)cc4c3=O)C(=O)N2Cc2ccc3c(c2)OCO3)cc1 (stereo not drawn) | 98.0 | -1.1
O=C1COc2ccc(C(=O)CSc3nc4cc(Cl)ccc4c(=O)n3C3CCCC3)cc2N1 | 106.0 | 0.4
CC(C)NC(=O)c1ccc(Cl)c(S(=O)(=O)Nc2ccc(Cl)cc2)c1 | 99.0 | -1.4
CN(Cc1ccccc1)c1nc2c(S(=O)(=O)c3cccc(Cl)c3)nnn2c2ccsc12 | 107.0 | 0.2
COc1ccc(OCc2nnc(SCc3cc(=O)n4ccsc4n3)n2Cc2ccco2)cc1 | 98.0 | -0.5
CC1=C(C(=O)Nc2ccccc2)C(c2ccc3c(c2)OCO3)C2=C(CC(C)(C)CC2=O)N1 (stereo not drawn) | 106.0 | 0.2
CC(=O)Nc1ccccc1C(=O)NCc1ccco1 | 100.0 | -0.5
O=C(c1ccco1)N1CCN(c2nc3ccc(Cl)cc3s2)CC1 | 108.0 | 0.3
COc1c(Cl)cc(Cl)cc1/C=C(\C#N)c1nc2ccccc2[nH]1 | 102.0 | -0.5
CCCNC(=O)COc1ncnc2ccccc12 | 101.0 | -0.1
COC(=O)c1ccccc1N(C)C(=O)c1cc(OC)c(OC)c(OC)c1 | 105.0 | 0.9
O=C(CN1CCCN(Cc2ccccc2F)S1(=O)=O)Nc1ccc(F)c(Cl)c1 | 109.0 | 0.5
O=C(c1ccc(N2CCCC2)c(NC(=S)NC2CCCC2)c1)N1CCCC1 | 104.0 | 2.1
CC(Sc1cccc[n+]1[O-])C(=O)Nc1cc(C(F)(F)F)ccc1Cl (stereo not drawn) | 102.0 | 0.3
CO/N=C1\CCCc2c(C(=O)NN)sc(SC)c21 | 103.0 | 0.3

(listing goes on)
SMILES | PV pol inh | PV pol inh FP z-score
Cc1ccc(-c2nc3ccccc3s2)cc1NC(=O)COc1ccccc1 | 106.0 | 0.6
Cc1ccc(C)n1-c1ccc(C(=O)O)cc1O | 91.0 | -2.2
O=c1c(-c2ccc(Cl)cc2Cl)c(C(F)(F)F)oc2cc(O)ccc12 | 104.0 | 0.5
CC(O)Cn1c(Br)nc2c1c(=O)n(C)c(=O)n2C (stereo not drawn) | 100.0 | -0.2

The list is partial. The share of hits here may be higher or lower than overall.
